# Compound activity deposited in PubChem by National Center for Advancing Translational Sciences (NCATS).
# CCT chaperon mod: modulators of cytosolic chaperonin (CCT/TRiC) activity; purified chaperonin ATPase assay, HTRF ADP detection, 30 min; activity change, % (no concentration beside the values), hits read low; hit rate 0.3% among 360,000; AID 651819; in the data active = activity change below about -30%; also: % is scaled to controls: 0 for no effect and ±100 for the full control effect
#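 TRiC (40 or 20 nM final, by batch activity) in 30 mM Tris pH 7.4, 100 mM KCl, 5 mM MgCl2, 1 mM DTT was treated with compound at 76 uM single dose, then 10 uM ATP, 30 min at 37 °C. ADP was read by HTRF Transcreener.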
# Abeta yeast res: compounds reversing amyloid beta toxicity in yeast. Potency, µM (titrated, usually from 46.1 µM), without a hit: at the top dose growth rescue, most hits filed as activators. yeast expressing A-beta42, growth rescue, OD600, 48 h; response scale: 0% DMSO, 100% iron-clioquinol control. hit rate 0.063% among 410,000; also: potency is read from the fitted curve at half-maximal effect; nearly all actives have a fitted effect of over 55% in size
#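 Growth rescue measured by 600 nm absorbance after 48 h yeast culture at 30 C with compound. Values normalized between DMSO and an equimolar ferric chloride plus clioquinol control.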
# Mm-Cpn inhibitor: M. maripaludis TRiC chaperonin inhibition. purified Mm-Cpn ATPase, ADP Transcreener TR-FRET. hit rate 0.031% among 330,000. Potency, µM (doses to about 76.9 µM), inactives show at the highest dose activity, negative = inhibition, hits mostly inhibitors; also: potency is read from the fitted curve at half-maximal effect; % is scaled to controls: 0 for no effect and ±100 for the full control effect; nearly all actives have a fitted effect of over 80% in size
#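 Measured: ADP formation by purified Mm-CPN. Conditions: 25 nM protein, 10 uM ATP, Tris pH 7.4 with Mg2+, K+ and DTT, 37°C for 30 min. Detection: Transcreener HTRF after 30 min at room temperature.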
# Nrf2 block: blocks Nrf2 signaling | A549 ARE-Fluc reporter, luciferase luminescence, 18-24 h | Potency, µM (series often up to 46 µM), for the others: top-dose activity change, negative = inhibition, usual class: inhibitors | hit rate 2.1% among 360,000 | AID 504444; also: potency is read from the fitted curve at half-maximal effect; % is scaled to controls: 0 for no effect and ±100 for the full control effect; nearly all actives have a fitted effect of over 60% in size
#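 Quantitative HTS in A549 cells stably bearing an antioxidant response element-firefly luciferase construct. Inhibition of Nrf2-driven transcription was scored by luminescence after 18-24 h of compound exposure at 37 °C.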
# Nrf2 activator: Nrf2 pathway activation | AREc32 ARE-luciferase reporter (MCF7-derived line), luminescence, 24 h | Potency, µM (highest dose often 46.1 µM), inactives show top-dose activation, hits mostly activators | hit rate 0.31% among 410,000; also: potency is read from the fitted curve at half-maximal effect; % of control where 0% means no effect; nearly all actives have a fitted effect of over 65% in size
#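 Each well held 1000 AREc32 cells, which were incubated with compound for 24 hr at 37 deg C after overnight attachment, and ARE reporter activity was quantified by firefly luciferase luminescence.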
# HepG2 viability: kills HepG2 cells in TGF-b inhibitor counter-screen; HepG2 CAGA-GFP viability, ATP luminescence, 18 h; Potency, µM (highest dose often 46.1 µM), without a hit: at the highest dose activity change, negative = cytotoxicity, most hits filed as cytotoxic; hit rate 0.76% among 410,000; also: potency is read from the fitted curve at half-maximal effect; some results filed as inactive show a strong effect at the top dose
#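 HepG2 CAGA-GFP cells (1000/well, DMEM with 1% FBS) received compound, then TGF-beta at 500 pg/mL final, and were incubated 18 hours at 37 degrees C. Viability was read by CellTiter-Glo luminescence. Media-only wells were set as complete cell-killing and DMSO as no toxicity.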
# TGFb SMAD3 inh: TGF-b pathway inhibition; HepG2 CAGA-GFP TGF-b/SMAD3 reporter, GFP fluorescence, 18 h; TGF-beta stimulated, 500 pg/mL final; Potency, µM (titrated, usually from 46.1 µM), without a hit: at the highest dose activity, negative = inhibition, usual class: inhibitors; hit rate 1.2% among 410,000; AID 588855; also: potency is read from the fitted curve at half-maximal effect; % is scaled to controls: 0 for no effect and ±100 for the full control effect; nearly all actives have a fitted effect of over 65% in size
#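 Read-out: total well GFP (ex488/em500-530) summed from mean per-cell fluorescence. Cells: HEPG2 CAGA-GFP, 1% FBS DMEM, 18 h at 37 degrees C with 500 pg/mL final TGF-beta. Unstimulated wells served as the full-inhibition control; stimulated DMSO wells = 0%.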
# A549 viability: kills or reduces viability of A549 cells in Nrf2 counter-screen. A549 ARE-Fluc cells, CellTiter-Fluor viability, 18-24 h. Potency, µM (series often up to 46 µM), inactives show top-dose activity change, negative = cytotoxicity, usual class: inhibitors. hit rate 0.16% among 390,000; also: potency is read from the fitted curve at half-maximal effect; % is scaled to controls: 0 for no effect and ±100 for the full control effect
#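 Cytotoxicity counterscreen: CellTiter-Fluor fluorescence was measured in A549 ARE_Fluc cells after 18-24 h of compound exposure in a concentration series. The subsequent BugLite luminescent read reports ARE-luciferase activity.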
# pAkt inh: Akt phosphorylation inhibition | Neuro2A IGF-stimulated pAkt S473 HTRF, 20 min; active compounds read low | activity change, % for hits at 50 µM | hit rate 0.32% among 360,000 | AID 651550; in the data active = activity change below about -80%; inconclusive = mostly about -51% to -80%; also: % is scaled to controls: 0 for no effect and ±100 for the full control effect
#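 Neuro2A cells in DMEM with 0.5% FBS, overnight at 37 deg C, given compound at single 50 µM final, then IGF (6 nM final) for 20 min at 37 deg C. Lysed; phospho-Akt Ser473 by HTRF after 24 h, 665/615 ratio.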
# Numbers without * were called inactive; i = inactive; u = inconclusive; x = not tested or not shown; [ ] = another dose, or the depositor's remark. Unless noted, calls follow the shape of the dose curve; as a rule, active = well fitted curve in the direction sought with a large enough effect; inconclusive = small, poorly fitted or top-dose-only effect, or another doubt; inactive = no such curve, though single readings can be large; an effect the other way counts as inactive or inconclusive. Not a hit list; any-hit rate near 4.3%.
SMILES,CCT chaperon mod,Abeta yeast res,Mm-Cpn inhibitor,Nrf2 block,Nrf2 activator,HepG2 viability,TGFb SMAD3 inh,A549 viability,pAkt inh
Cc1nnc(SCC(=O)c2ccc(Cl)cc2)s1,3.1,-28%,-2%,2%,5.3%,-5%,-2%,5%,i
COc1ccc(-c2ccc(CCC(=O)O)n2CC(=O)Nc2cccc(OC)c2)cc1,-0.3,-8%,-2%,-5%,8.6%,0%,19%,1%,i
CCNC(=O)c1ccc(N(C)S(=O)(=O)c2cccs2)cc1,0.3,0%,-1%,-7%,0.0%,1%,10%,-2%,i
CN1C(=O)CC(c2ccco2)Sc2ccccc21 (centres undefined),-8.3,0%,-1%,11%,u,-3%,13%,0%,i
CC(Cc1ccccc1)NC(=O)CC(c1ccccc1)c1ccccc1O (centres undefined),-4.2,-2%,0%,-10%,-0.3%,-14%,15%,3%,i
NNC(=O)c1cc2cc(Oc3ccccc3)ccc2[nH]1,-6.1,-20%,-6%,-2%,-0.2%,-15%,-1%,1%,i
CC(C)(C)OC(=O)C[C@H]1C/C=C\C[C@@H](CC(=O)N[C@@H](CO)Cc2ccccc2)C(=O)N2CCC[C@H]2COC1=O,0.9,-13%,-1%,-1%,1.6%,3%,5%,1%,i
CCOc1ccc(NC(=O)CC2C(=O)N(c3ccc(C)cc3)C(=O)N2C2CCCCC2)cc1 (centres undefined),x,-3%,x,25%,5.0%,-15%,u,-12%,x
O=C(O)CCc1ccc(-c2ccccc2)o1,-0.2,-54%[inhibitor],-1%,7%,u,1%,u,0%,i
NC(=O)C1CCCN(C(=O)c2ccc(Cl)cc2)C1 (centres undefined),-2.6,-7%,1%,-8%,-0.6%,-2%,1%,0%[1.84 µM],i
CN(C)c1nc(Cl)nc(N(C#N)CCOc2ccccc2)n1,0.0,-11%,0%,u,9.5%,-10%,-12%,7%,i
O=C(O)CCCN1C(=O)C2C3CC(C2C1=O)C1C(c2ccccc2)c2sc(=O)n(-c4ccccc4)c2SC31 (centres undefined),1.1,10%,-3%,-10%,0.4%[9.22 µM],1%,5%,-1%,i
COC(=O)CC1(C(=O)OC)Oc2ccc(Br)cc2C(=O)N1c1cc(Cl)c(Cl)cc1Cl (centres undefined),-0.5,19%,0%,u,6.1%,-31%,u,1%,i
C=CCc1ccc(OCC(O)CO)c(OC)c1 (centres undefined),-1.2,3%,2%,18%,0.6%,-34%,-4%,3%,i
Cc1nn(C)c(C)c1NS(=O)(=O)c1ccccc1,1.3,6%,0%,2%,3.8%,-1%,-8%,1%,i
COC(=O)c1ccc(N(CC(=O)NCC2CCCO2)C(=O)CCC(=O)Nc2cc(C)on2)cc1 (centres undefined),-3.3,-18%,-2%,16%,3.7%,-12%,u,0%,i
c1ccc(NCC2OCc3ccccc3CO2)cc1,0.5,0%,-8%,u,-0.3%,13%,1%,-10%,i
N#Cc1cc([N+](=O)[O-])ccc1NCC1CCCO1 (centres undefined),0.5,-8%,3%,2%,-0.5%,-2%,-3%,-16%,i
CC(=O)c1sc(NC(=O)c2c(F)cccc2F)nc1C,-0.6,13%,-11%,x,11%,12%,14%,5%,i
COc1ccc2c(c1)c1c3n2CCN(C)C3=NCC1,2.5,6%,-5%,-21%,0.1%,6%,22%,3%,i
CCCCN(CC)CCCNC(=O)c1ccc(CSc2nc3ccncc3[nH]2)cc1,-2.2,-14%,0%,-7%,-0.8%,-4%,0%,-1%,i
COc1ccc(Cc2nnc(NC(=O)C3CCN(C(=O)c4ccco4)CC3)s2)cc1,2.2,11%,0%,u,0.5%,2%,-21%,-3%,i
Cc1ccc(N(CCCCN2C(=O)c3ccccc3C2=O)C(=O)c2cccc([N+](=O)[O-])c2)cc1,-22,-19%,-2%,u,3.0%,-11%,-14%,6%,i
O=C(c1ccco1)N1CCN(S(=O)(=O)c2ccc(Oc3ccccc3)cc2)CC1,-1.7,-7%,2%,x,0.1%,-9%,-1%,-1%,i

# Entries listed so far containing a cyano group:
SMILES,CCT chaperon mod,Abeta yeast res,Mm-Cpn inhibitor,Nrf2 block,Nrf2 activator,HepG2 viability,TGFb SMAD3 inh,A549 viability,pAkt inh
CN(C)c1nc(Cl)nc(N(C#N)CCOc2ccccc2)n1,0.0,-11%,0%,u,9.5%,-10%,-12%,7%,i
N#Cc1cc([N+](=O)[O-])ccc1NCC1CCCO1 (centres undefined),0.5,-8%,3%,2%,-0.5%,-2%,-3%,-16%,i

# Further records
SMILES,CCT chaperon mod,Abeta yeast res,Mm-Cpn inhibitor,Nrf2 block,Nrf2 activator,HepG2 viability,TGFb SMAD3 inh,A549 viability,pAkt inh
Cc1ccccc1-c1cc2nc(C)c(Cl)c(=O)n2[nH]1,2.2,14%,x,u,5.9%,4%,0%,4%,i
N#CCc1c(C#N)c(N)nc(Nc2ccccc2)c1C#N,-0.4,12%,-10%,-3%,-0.4%,0%,8%,4%,i
Cc1ccc(S(=O)(=O)N2[C@@H](c3cccc(Cl)c3)C(C(=O)O)=CC[C@H]2c2cccs2)cc1,-1.0,-22%,-1%,-4%,0.2%,1%,-1%,-17%,i
O=C(NCCN1CCN(C(=O)Nc2ccccc2)CC1)Nc1ccccc1,0.9,-9%,3%,1%,1.1%,14%,20%,-11%,i
COc1ccc(-c2cc3c(=O)n(CC(=O)Nc4cccc(Cl)c4)ncn3n2)cc1,-1.4,14%,-3%,1%,2.8%,6%,-7%,-7%,i
O=C(COc1ccc(Cl)cc1Cl)NC(=O)NC1CCCC1,-0.7,u,-1%,u,3.6%,-7%,-23%,1%,i
CC(=O)CSc1nc2cc3c(cc2cc1C#N)OCCO3,-1.7,5%,-15%,u,4.0%,-16%,16%,-8%,i
CC1(c2ccc3ccccc3c2)NC(=O)N(CC(=O)N2CCN(S(=O)(=O)c3ccccc3F)CC2)C1=O (centres undefined),-1.4,0%,1%,u,0.6%,-15%,-7%,-16%,i
Cc1cccn2c(=O)c3cc(C(=O)NCc4cccnc4)c(=N)n(CCCO)c3nc12,x,-5%,x,-10%,3.5%,-1%,-22%,u,x
O=C(NCCS(=O)(=O)NCc1cccnc1)c1ccccc1,1.1,0%,1%,3%,-0.9%,11%,-2%,8%,i
CC(C)NC(=O)C1CCCN(c2nnc(-n3cccc3)s2)C1 (centres undefined),1.2,6%,0%,-1%,0.1%,23%,44%[activator],13%,i
CCN(CC(=O)NCc1ccc(Cl)cc1)C(=O)CN1C(=O)NC(CC)(c2ccccc2)C1=O (centres undefined),-16,7%,2%,-6%,-0.2%,-31%,1%,4%,i
Cc1ccc(SCC(=O)NCC2CCCO2)cc1 (centres undefined),-2.0,2%,-1%,1%,-0.4%,5%,22%,-2%,i
CC(C)(C)NC(=O)COc1ccc(-c2ccccc2)cc1,-0.9,4%,1%,u,2.2%,0%,-8%,-18%,i
O=C(COc1ccccc1F)N1N=C(c2cccs2)CC1c1ccco1 (centres undefined),-0.4,-6%,-7%,7%,4.4%,-3%,18%,-4%,i
Nc1ccccc1NC(=O)c1ccccc1,-0.9,1%,2%,15%,u,-45%,10%,-2%,i
O=C(COC(=O)c1ccccc1C(=O)c1ccc(Cl)c([N+](=O)[O-])c1)NC1CCCCCC1,0.6,16%,1%,21µM*,-2.4%,-78%,u,u,i
CCCCNC(=O)c1cnc2sc(N3CCCCC3)nn2c1=O,x,-28%,x,u,-0.5%,-3%,-14%,7%,x
CCN(CC)S(=O)(=O)c1cccc(C(=O)NCC(c2ccccc2)N(C)C)c1 (centres undefined),1.6,-86%[inhibitor],-1%,10%,2.9%,-9%,2%,-4%,i
COc1ccc(Cn2ccc3nc(C)c(C(=O)N4CCN(c5cccc(OC)c5)CC4)cc3c2=O)cc1,x,-2%,x,u,2.7%,-23%,u,-8%,x
COc1ccc(OC)c(NC(=O)c2cc3cccc(OC)c3oc2=O)c1,x,-4%,x,5%,-0.1%,-19%,-5%,0%,x
CCCCC(=O)Nc1nn(CC)c2nc3c(C)cccc3cc12,-0.7,0%,1%,-15%,-0.3%,1%,-2%,3%,i
C=CCNC(=S)NNC(=O)c1csc(C)c1CC,-0.7,-12%,0%,x,-0.6%,-1%,16%,0%,x
COn1c(SCc2cccc(Cl)c2)nc2ccccc2c1=O,-1.4,3%,-1%,-20%,-0.3%,-11%,-4%,-18%,i
O=C(OCC(=O)N1CCOCC1)c1cc(F)c(F)cc1Cl,-0.3,12%,2%,2%,-0.8%,4%,2%,-1%,i
COC(=O)C(Cc1ccc(OC(=O)c2ccccc2Cl)cc1)N1Cc2ccccc2C1=O (centres undefined),-4.6,-12%,1%,x,4.6%,-46%,-14%,10%,i
O=C(NCc1ccncc1)c1c(F)c(F)c(F)c(F)c1F,-1.3,7%,0%,6%,5.2%,-13%,14%,1%,i

# 3 entries drawn at random from the list so far:
SMILES,CCT chaperon mod,Abeta yeast res,Mm-Cpn inhibitor,Nrf2 block,Nrf2 activator,HepG2 viability,TGFb SMAD3 inh,A549 viability,pAkt inh
C=CCc1ccc(OCC(O)CO)c(OC)c1 (centres undefined),-1.2,3%,2%,18%,0.6%,-34%,-4%,3%,i
Cc1ccc(SCC(=O)NCC2CCCO2)cc1 (centres undefined),-2.0,2%,-1%,1%,-0.4%,5%,22%,-2%,i
COn1c(SCc2cccc(Cl)c2)nc2ccccc2c1=O,-1.4,3%,-1%,-20%,-0.3%,-11%,-4%,-18%,i
